Screening results (PubChem BioAssay)
USP2a inh: qHTS Assay for Inhibitors of Ubiquitin-specific Protease USP2a Using CHOP2 as the Reporter | Ubiquitin carboxyl-terminal hydrolase 2 (Homo sapiens), O75604 | USP2 core, Ub-CHOP2 coupled fluorogenic reporter, 485/531 | Potency, µM (top dose mostly 38.3 µM), without a hit: top-dose activity change, negative = inhibition, usual class: inhibitors | actives 0.01% (n = 330,000);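 note: potency is the fitted concentration of half-maximal effect; plate controls were DMSO wells for no effect and full inhibition by NEM control for full effect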
Target sequence (O75604 whole entry, looked up): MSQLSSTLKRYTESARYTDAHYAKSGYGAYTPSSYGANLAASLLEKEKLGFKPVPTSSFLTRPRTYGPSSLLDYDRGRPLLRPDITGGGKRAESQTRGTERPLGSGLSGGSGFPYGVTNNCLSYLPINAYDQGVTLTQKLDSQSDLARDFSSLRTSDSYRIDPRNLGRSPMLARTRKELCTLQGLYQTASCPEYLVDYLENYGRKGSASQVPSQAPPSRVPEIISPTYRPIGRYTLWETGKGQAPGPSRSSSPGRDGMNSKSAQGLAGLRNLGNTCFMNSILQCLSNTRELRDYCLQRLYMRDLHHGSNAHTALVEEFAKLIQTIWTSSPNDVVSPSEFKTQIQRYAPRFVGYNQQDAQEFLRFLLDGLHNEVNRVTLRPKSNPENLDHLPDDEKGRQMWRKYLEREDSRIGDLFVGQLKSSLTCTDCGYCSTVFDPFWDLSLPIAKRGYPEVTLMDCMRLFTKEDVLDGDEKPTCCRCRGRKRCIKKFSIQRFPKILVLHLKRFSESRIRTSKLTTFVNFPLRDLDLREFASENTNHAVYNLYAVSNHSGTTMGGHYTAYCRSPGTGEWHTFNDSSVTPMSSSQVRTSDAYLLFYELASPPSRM
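Cell-free coupled assay: 10nM USP2 core preincubated 30min RT with compound in Tris-HCl pH 8.0/CaCl2/CHAPS buffer, then 25nM Ub-CHOP2 and 25nM reporter substrate; fluorescence (Ex 485/Em 531) read after 60min RT, normalized to NEM inhibition, concentration-response curves fitted.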
KCNH2 3.1 block: qHTS for Inhibitors of KCHN2 3.1: Mutant qHTS; actives 0.95% (n = 340,000); Potassium voltage-gated channel subfamily H member 2, brain isoform KCNH2 3.1 (human); activity change, % (tested at about 1.8 µM); U2OS KCNH2 3.1, thallium flux FluxOr; stronger effect = lower value;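 active = maximum activity change below -70%; inconclusive = maximum activity change from -70% to -50%; inactive = maximum activity change above -50%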;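 note: thallium influx rate constant from kinetic fluorescence after stimulation buffer; % is set by controls: 0 for no effect and ±100 for the full control effect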
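We transduce U2OS cells with the mutant 3.1 virus, culture them overnight, load FluxOr with Red40 quencher for 45 min, then add stimulation buffer and read kinetically for 2 min to derive a normalized rate constant.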
TSHR antag: Antagonists of the Thyroid Stimulating Hormone Receptor: HTS campaign; Thyrotropin receptor (Homo sapiens), P16473; TSHR-expressing cells, TSH-stimulated cAMP HTRF, 2 h; stronger effect = lower value; activity change, negative = inhibition, % at 11.5 µM; actives 0.2% (n = 330,000); AID 504810, 2011;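 active = activity change below a set negative limit, meaning inhibition stronger than a set level, cut at about -70% in these data; inconclusive = activity change between two set negative limits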; note: % is set by controls: 0 for no effect and ±100 for the full control effect
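Competitive HTRF cAMP read-out (cryptate anti-cAMP antibody, cAMP-d2; 30 min, room temperature) in freshly harvested TSHR cells. Compounds added before TSH at EC80 (4nM final), followed by 2 hours' incubation at 37 deg C.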
hERG WT inh: qHTS for Inhibitors of KCHN2 3.1: Wildtype qHTS; U2OS, BacMam KCNH2, thallium flux FluxOr; stronger effect = lower value; actives 0.37% (n = 340,000); activity change, % at 1.84 µM; Voltage-gated inwardly rectifying potassium channel KCNH2 (Homo sapiens), Q12809;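 active = maximum activity change below -70%; inconclusive = maximum activity change between -70% and -50%; inactive = maximum activity change above -50%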; note: % is set by controls: 0 for no effect and ±100 for the full control effect
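U2OS cells transduced with wild-type KCNH2 virus are loaded with FluxOr dye for 45 min, and thallium flux is measured in kinetic reads before and after stimulation buffer. Rate constants are normalized to DMSO controls.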
AT treatment: qHTS Assay for Identifying a Potential Treatment of Ataxia-Telangiectasia | […] A-T fibroblasts, KAP-1 phosphorylation AlphaLISA; neocarzinostatin DNA damage 30 min before lysis | Potency, µM (titrated, usually from 57.5 µM), for inactives: at the highest dose activation, usual class: activators | actives 0.19% (n = 320,000); note: potency is the fitted concentration of half-maximal effect; % of control where 0% means no effect; nearly all actives have a fitted effect of over 45% in size
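hTERT-immortalized A-T patient fibroblasts ([…]), 500 cells/well in OPTI-MEM, 1% FBS, got compounds for 60 min, then NCS for 30 min at 37C. Lysates were then assayed for phospho-KAP-1 by AlphaLISA (anti-pKAP1 donor, anti-KAP1 acceptor beads), 6 hr at 25C.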
ELG1 repair inh: qHTS screen for small molecules that inhibit ELG1-dependent DNA repair in human embryonic kidney (HEK293T) cells expressing luciferase-tagged ELG1 | HEK293T ELG1-luciferase reporter, luminescence, 16 h; DNA damage induced by 5-fluorouridine | Potency, µM (titrated, usually from 46.1 µM), without a hit: at the highest dose activity change, negative = inhibition, actives largely listed as inhibitors | actives 2.3% (n = 330,000) | AID 504467, 2011; note: potency is the fitted concentration of half-maximal effect; % is set by controls: 0 for no effect and ±100 for the full control effect; nearly all actives have a fitted effect of over 55% in size
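In this reporter screen, reduction of luminescence relative to DMSO vehicle indicated activity. Compounds and 5-fluorouridine were added together to 2,000 cells per well, incubated for 16 hr at 37 °C, then developed with ONE-Glo.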
TRPV1 ag: HTS Assay for Compounds that Act as Agonists of the Vanilloid Receptor 1. Transient receptor potential cation channel subfamily V member 1 (Homo sapiens), Q8NER1. TRPV1-expressing cells, Fluo-8 calcium influx, agonist mode. activation, % at 8.33 µM. actives 0.19% (n = 320,000). AID 540275, 2011; in the data active = activation above about 80%; inconclusive = between about 30% and that limit; note: 0% is about no effect
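TRPV1-expressing cells were cultured overnight at 35.5C and loaded with Fluo-8 calcium dye for 40 to 90 min at room temperature. After a 10 s baseline, compound was added and calcium influx was read kinetically for 3 min (ex 480/em 520 nm).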
TCR activator: Activators of T cell receptors: qHTS campaign | 330,000 tested, under 10 active | primary human leukocytes, anti-CD3, IL-2 HTRF, 48 h | Potency, µM (doses to about 9.22 µM), for inactives: at the highest dose activation of IL-2 secretion, actives largely listed as activators | AID 504894, 2011; note: % of control where 0% means no effect
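Primary human leukocytes receive a-CD3 beads and test compound and are incubated 48 hr. Secreted IL-2 is then assayed by HTRF, measuring 665nm acceptor emission after 320nm excitation of the europium donor.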
Eya2 inh: qHTS Assay for Inhibitors of the Phosphatase Activity of Eya2. Protein phosphatase EYA2 (Homo sapiens), O00167. recombinant Eya2, OMFP fluorescence dephosphorylation (OMFP is methylfluorescein phosphate). Potency, µM (top dose mostly 76.9 µM), without a hit: top-dose activity, negative = inhibition, usual class: inhibitors. actives 0.006% (n = 330,000); note: potency is the fitted concentration of half-maximal effect; % is set by controls: 0 for no effect and ±100 for the full control effect
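Eya2 protein (added as 0.2 uM solution) was preincubated with compound for 10 min at ambient temperature in 50 mM HEPES pH 7.5, 50 mM NaCl, 5 uM MgCl2, 0.05% BSA, 1 mM DTT. OMFP (added at 50 uM) then reacted 10 min; fluorescence read at 485/525 nm.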
Mito fusion act: qHTS Assay for Small Molecule Inhibitors of Mitochondrial Division or Activators of Mitochondrial Fusion. S. cerevisiae fusion-defective mutant growth rescue, CellTiterGlo 48 h. Potency, µM (titrated, usually from 46.1 µM), for inactives: at the highest dose growth rescue (activation), hits mostly activators. actives 0.23% (n = 320,000);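 note: potency is the fitted concentration of half-maximal effect; % of control where 0% means no effect; nearly all actives have a fitted effect of over 45% in size; temperature-sensitive fusion mutants such as fzo1-1 at 37 °C on non-fermentable ethanol glycerol medium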
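Temperature-sensitive fusion-defective S. cerevisiae (e.g. fzo1-1, mgm1-5) were grown with compound in YPEG medium (3% ethanol, 3% glycerol) for 48 hours at 37C. Growth rescue was measured as viability by CellTiterGlo luminescence after 10 minutes at ambient.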
* = called active by the depositor; i = inactive; ? = inconclusive; nt = not tested or not shown; [ ] = dose if it differs, or a comment. Unless noted, calls come from the whole dose curve; as a rule, active = well fitted curve in the direction sought with a large enough effect; inconclusive = small, poorly fitted or top-dose-only effect, or another doubt; inactive = no such curve, though single readings can be large; an effect the other way counts as inactive or inconclusive. Only part of the results is shown; count on the stated rates, not on these rows.

canonical_smiles | Mito fusion act | TRPV1 ag | KCNH2 3.1 block | TCR activator | USP2a inh | hERG WT inh | TSHR antag | ELG1 repair inh | Eya2 inh | AT treatment
Cc1cc(C)c(C)c(S(=O)(=O)N2CCSCC2)c1C | 3.3% | 21.0 | -35.2 | -8.2% | 1.0% | -0.9 | -6.3 | -5.4% | -5.0% | -0.9%
CCCn1c(SCC(=O)Nc2ccc(S(=O)(=O)N(C)C)cc2)n[nH]c1=O | 7.7% | -1.3 | 5.8 | 1.4% | -5.9% | 13.2 | 15.0 | -8.7% | -3.0% | 0.7%
O=[N+]([O-])c1ccccc1/C=N/N1CCN(Cc2ccccc2)CC1 | -3.7% | -2.2 | 10.5 | 1.3% | -1.3% | -10.0 | -14.0 | ? | -6.8% | 3.8%
Cc1ccc(NC(=O)c2sc3nc[nH]c(=O)c3c2C)c(C)c1 | 9.9% | 0.2 | 2.0 | -4.1% | 2.2% | -14.2 | 12.9 | 10.4% | 0.2% | -11.8%
N#C/C(=C\c1ccc(N2CCOCC2)cc1)c1ccccc1 | 8.6% | 10.3 | -9.8 | 9.6%[46.1 µM] | 2.4% | 10.2 | -16.8 | ? | -7.9% | 7.5%
O=C(CCNS(=O)(=O)c1ccccc1)N1CCCCCC1 | -28.1% | -2.2 | -1.6 | 9.8% | -1.3% | 4.9 | 7.2 | 1.0% | -16.7% | 0.3%
O=C(COc1ccccc1Cl)NCCNC(=O)c1ccncc1 | -0.8% | -1.2 | 26.7 | -4.9% | 4.3% | 4.0 | -5.1 | 9.3% | 14.8% | -12.1%
O=C(Oc1ccc(N2C(=O)C3C4CCC(C4)C3C2=O)cc1)c1ccco1 (configuration not stated) | 2.7% | 3.0 | 11.4 | -15.3% | 4.4% | 4.7 | -10.3 | -8.8% | 5.6% | 5.3%
CCOc1ccccc1NC(=O)C(OC(=O)c1ccc(N(C)C)cc1)c1ccccc1 (configuration not stated) | ? | -1.0 | -17.0 | -1.2%[46.1 µM] | 2.5% | -2.5 | 8.7 | -50.6% | 4.9% | 6.9%
Cc1[nH]c2ccccc2c1C(=O)CN1C(=O)NC(C)(c2ccc(Cl)cc2Cl)C1=O (configuration not stated) | 2.3% | 1.0 | 16.0 | -0.6%[46.1 µM] | 2.1% | 0.4 | 19.6 | -4.6% | 0.3% | -2.2%
CCCCSc1nnc(CCCCCNC(=O)OC(C)(C)C)o1 | -6.3% | 21.2 | 14.3 | -4.2% | 1.7% | 3.9 | -23.6 | ? | 5.4% | 2.9%
COc1ccc(NC(=S)NCc2ccc3c(c2)OCO3)cc1 | -1.0% | 18.2 | 5.7 | 4.9% | -1.2% | -1.1 | 7.8 | -10.7% | 9.9% | -2.4%
COc1ccccc1N(C)S(=O)(=O)c1ccc(Cl)c(C(=O)N2CCC2)c1 | -0.7% | 2.2 | 12.3 | -8.1% | -0.2% | 1.3 | -4.1 | 11.1% | -32.2% | 2.1%
Cc1cc(/C=N/NC(N)=S)c(C)n1-c1cccc(Cl)c1 | 3.3% | -2.7 | nt | -4.4% | 0.2% | -4.1 | -6.7 | -14.9% | -5.9% | 2.8%
N#Cc1cnn(-c2nc(SCc3ccccc3)nc3sc4c(c23)CCCC4)c1N | 5.8% | -2.1 | 18.0 | 2.9% | -10.7% | 2.7 | 4.2 | -3.9% | -7.2% | -1.6%
CC(=O)c1ccc(Oc2cnccn2)cc1 | 1.5% | 1.5 | -4.2 | 1.5% | 1.9% | -1.7 | 20.3 | 4.4% | 20.4% | 2.2%
CCC(=O)Nc1c2c(nn1-c1ccccc1)CSC2 | 2.6% | 1.3 | 1.1 | -2.5% | -0.5% | -11.3 | 14.0 | 9.0% | 2.7% | -3.1%
O=c1sc2ccccc2c(N2CCN(c3ccccc3)CC2)c1[N+](=O)[O-] | 21.4% | -1.8 | 2.4 | -1.9% | 1.5% | -8.9 | 9.2 | 3.8% | 2.4% | -1.7%
COc1ccc(CCN2C(=O)NC(NS(=O)(=O)c3ccc(N)cc3)(C(F)(F)F)C2=O)cc1OC (configuration not stated) | -4.0% | 1.0 | 13.2 | 11.3%[46.1 µM] | -4.9% | 6.2 | 2.8 | 9.2% | -6.1% | 2.0%
O=C(Nc1cccc(Cl)c1)c1ccc(NCC2CCCO2)c([N+](=O)[O-])c1 (configuration not stated) | -0.2% | 18.3 | 17.8 | 6.4%[46.1 µM] | 2.2% | nt | -0.2 | ? | -3.3% | 1.5%
Cc1ccc(NC(=S)N(CCCN2CCOCC2)Cc2ccco2)cc1 | -0.1% | 1.2 | 24.5 | -2.0% | 4.2% | 2.8 | 6.0 | 2.0% | 0.3% | -0.3%
COc1ccc(CNC(=O)COC(=O)c2cccnc2Nc2cccc(C(F)(F)F)c2)cc1 | -2.2% | 8.3 | -20.4 | -1.7% | 2.4% | -2.3 | 7.2 | ? | 28.3% | 0.1%
Cc1cccc(N2CCN(C(=O)c3ccc(CNc4c(N5CCC(C)CC5)c(=O)c4=O)cc3)CC2C)c1 (configuration not stated) | -1.8% | 6.8 | 8.9 | 1.6% | 1.2% | -4.4 | -4.1 | ? | 6.7% | 0.2%
Cn1c(=O)c2c(ncn2CC(=O)OCC(=O)Nc2ccc(Cl)cc2Cl)n(C)c1=O | -3.8% | 4.9 | 10.3 | 5.7%[46.1 µM] | -5.7% | i | 9.8 | 12.1% | 0.2% | 9.7%
CSc1ncc(CN2CCCCC2C(=O)Nc2ccc(Oc3ccccc3)nc2)cn1 (configuration not stated) | 1.9% | -5.3 | 4.0 | nt | -0.5% | -12.9 | 43.5 | 0.0% | 9.3% | 31.9%
Cc1nc(SCC(=O)NCCc2ccc(Cl)cc2)nc(C)c1C | -6.8% | 19.7 | -4.9 | 2.6% | -0.6% | 6.7 | -8.8 | 3.2% | -6.5% | -0.6%
c1ccc(-c2cccc(-c3ccccc3)n2)cc1 | -9.1% | 15.4 | 3.2 | -2.1% | -0.6% | -5.9 | 0.4 | ? | -13.3% | 5.3%
CC(C(=O)NC1CCCC1)N(Cc1ccco1)C(=O)c1snc(C(=O)NC2CCCC2)c1N (configuration not stated) | 3.4% | -6.0 | 11.8 | 5.2% | -5.6% | -4.5 | -13.7 | ? | -6.4% | 12.9%
COc1ccccc1N(C)S(=O)(=O)c1ccc(C(=O)NCCc2ccc(F)cc2)cc1 | 6.0% | 5.6 | 12.3 | -23.8% | -2.3% | 3.9 | -8.7 | ? | -0.4% | -1.1%
CCc1nnc(NC(=O)CN2CCN(Cc3ccc(F)cc3)CC2)s1 | 2.9% | 2.0 | 6.8 | nt | 1.1% | 7.4 | -4.0 | -0.2% | -4.4% | -2.0%
Cc1ccc(C)c(NC(=O)c2cc(-c3cc(C)c(C)cc3O)n[nH]2)c1 | -6.0% | 3.4 | ? | -8.3% | 0.8% | -4.7 | 0.6 | ? | 5.1% | -8.3%
CCOC(=O)CSc1n[nH]c(NC(=O)CC)n1 | -3.3% | -10.1 | 13.4 | -1.8% | 8.8% | -3.3 | 14.7 | -0.8% | 10.3% | 3.0%
Cn1c(SCC(=O)NC2CCCCCC2)nnc1-c1cccs1 | -1.9% | 2.4 | 3.3 | 1.9% | -1.4% | -3.0 | -1.9 | ? | 19.1% | -4.1%
CCN1CCN(CC(O)COc2ccc3c(C)cc(=O)oc3c2)CC1 (configuration not stated) | -4.2% | -5.0 | 3.2 | 4.7% | -0.9% | 4.1 | 5.3 | ? | 17.3% | -1.1%
COC(=O)c1ccccc1NC(=O)c1cc(-c2ccc(C)cc2)on1 | -3.8% | -2.7 | -15.9 | -2.1% | -0.6% | 25.4 | -0.6 | 6.2% | -4.1% | -1.1%
O=S(=O)(NCCN1CCOCC1)c1cc(Cl)c(Cl)cc1Cl | 1.4% | 2.2 | -13.8 | -4.3% | -0.6% | 3.6 | 12.9 | -7.1% | -4.0% | -30.1%
CSc1nc(NC(C)C)nc(N2CCOCC2)n1 | -0.8% | -0.8 | -15.3 | -23.8% | -0.1% | 5.1 | -6.2 | 16.1% | 3.4% | -3.9%
